High-throughput results from PubChem BioAssay.
SRC1 TRFRET art: TR-FRET artefact, counter-screen to PPARgamma/SRC-1 agonist assay. TR-FRET detection artefact counter-screen, emission ratio; active compounds read high. 99,000 compounds, 0.34% hits. TR-FRET ratio at 8 µM. AID 1051; in the data active means TR-FRET ratio above about 2300; further: inactives centre near 1800; reference of the scale not given here
SRC3 TRFRET art: counter-screen for PPARgamma SRC-3 recruitment agonists: TR-FRET artefact. PPARgamma/SRC-3 format; active compounds read high. TR-FRET ratio at 8 µM. 99,000 compounds, 0.39% hits. AID 1048; in the data active means TR-FRET ratio above about 2000; further: inactives centre near 1600; reference of the scale not given here
An asterisk follows results filed as active.

Preview (18 entries):
SMILES	SRC1 TRFRET art	SRC3 TRFRET art
Cc1nc(CSc2ccc(Cl)cc2)cc(N2CC(C)OC(C)C2)n1 (centres undefined)	1823	1650
CCC(Sc1nc2ncnc(N)c2[nH]1)C(=O)O (centres undefined)	1698	1397
OCC1(CCOc2ccccc2)CCN(Cc2cn[nH]c2-c2ccc(F)cc2)CC1	1955	1532
CC(C)CC(NC(=O)CCl)c1ccccc1 (centres undefined)	1494	1417
Cc1c(C(=O)NC(Cc2ccccc2)c2nc3ccccc3[nH]2)cccc1[N+](=O)[O-] (centres undefined)	1876	1456
Cc1c(-c2cccc(NC(=O)c3ccco3)c2)nc2ncccn12	1564	1522
CN(CCC#N)C(=O)COC(=O)c1cccnc1Nc1ccccc1F	1626	1741
CN(C)/C=C/C(=O)c1ccc(Cl)cc1Cl	1984	1615
CCN(CC)c1ccc2cc(C(=O)NNC(=O)c3ccc(S(=O)(=O)N4CCCCC4)cc3)c(=O)oc2c1	1594	1336
Cn1c(N)c(C(=O)COC(=O)c2ccnc3ccccc23)c(=O)n(C)c1=O	1657	1636
CC(=O)N1CCN(C(=S)c2ccc(Cl)cc2)CC1	1599	1428
CCOC(=O)c1cnc2ccc(Cl)cc2c1Nc1ccc(S(=O)(=O)Nc2ncccn2)cc1	1860	1457
CCN(CC)c1ccc(/C=N/N=C(N)N)c(O)c1	2101	1618
O=C(CNC(=O)c1ccc(Cl)cc1)OCc1nc2ccccc2s1	1747	1571
Cn1cnc([N+](=O)[O-])c1Sc1ccc(Br)cc1	1717	1423
COc1ccc2c(c1)CCC1C2=NN(/C(C)=C/C(C)=O)C1c1cccc(F)c1 (centres undefined)	1740	1632
O=c1c2cc(NC(=S)NCCCN3CCC(Cc4ccccc4)CC3)ccc2nc2n1CCCCC2	1798	1532
S=c1[nH]nc(CCc2nc3ccccc3[nH]2)n1-c1cccc(Cl)c1	1777	1554

Main list, previewed entries included:
SMILES	SRC1 TRFRET art	SRC3 TRFRET art
Cc1nc(CSc2ccc(Cl)cc2)cc(N2CC(C)OC(C)C2)n1 (centres undefined)	1823	1650
CCC(Sc1nc2ncnc(N)c2[nH]1)C(=O)O (centres undefined)	1698	1397
OCC1(CCOc2ccccc2)CCN(Cc2cn[nH]c2-c2ccc(F)cc2)CC1	1955	1532
CC(C)CC(NC(=O)CCl)c1ccccc1 (centres undefined)	1494	1417
Cc1c(C(=O)NC(Cc2ccccc2)c2nc3ccccc3[nH]2)cccc1[N+](=O)[O-] (centres undefined)	1876	1456
Cc1c(-c2cccc(NC(=O)c3ccco3)c2)nc2ncccn12	1564	1522
CN(CCC#N)C(=O)COC(=O)c1cccnc1Nc1ccccc1F	1626	1741
CN(C)/C=C/C(=O)c1ccc(Cl)cc1Cl	1984	1615
CCN(CC)c1ccc2cc(C(=O)NNC(=O)c3ccc(S(=O)(=O)N4CCCCC4)cc3)c(=O)oc2c1	1594	1336
Cn1c(N)c(C(=O)COC(=O)c2ccnc3ccccc23)c(=O)n(C)c1=O	1657	1636
CC(=O)N1CCN(C(=S)c2ccc(Cl)cc2)CC1	1599	1428
CCOC(=O)c1cnc2ccc(Cl)cc2c1Nc1ccc(S(=O)(=O)Nc2ncccn2)cc1	1860	1457
CCN(CC)c1ccc(/C=N/N=C(N)N)c(O)c1	2101	1618
O=C(CNC(=O)c1ccc(Cl)cc1)OCc1nc2ccccc2s1	1747	1571
Cn1cnc([N+](=O)[O-])c1Sc1ccc(Br)cc1	1717	1423
COc1ccc2c(c1)CCC1C2=NN(/C(C)=C/C(C)=O)C1c1cccc(F)c1 (centres undefined)	1740	1632
O=c1c2cc(NC(=S)NCCCN3CCC(Cc4ccccc4)CC3)ccc2nc2n1CCCCC2	1798	1532
S=c1[nH]nc(CCc2nc3ccccc3[nH]2)n1-c1cccc(Cl)c1	1777	1554
COc1cc(/C=C/C(=O)OCC(=O)Nc2cc(C(F)(F)F)ccc2N2CCOCC2)ccc1O	1864	1621
CCN(CC)S(=O)(=O)c1cccc(C(=O)Nc2nc3cc4c(cc3s2)OCCO4)c1	1680	1387
CC(C)(C)c1ccccc1NC(=O)c1c(O)c2cccc3c2n(c1=O)CC3	1835	2335*
O=c1cc(CN2CCN(S(=O)(=O)c3ccccc3[N+](=O)[O-])CC2)nc2sccn12	1754	1560
O=C(COC(=O)COc1ccccc1)NC1CCCc2ccccc21 (centres undefined)	2152	1770
CC(C)NC(=S)N1CCN(C/C=C/c2ccccc2)CC1	2000	1791
COc1ccc(/C=N/NC(=O)C2(C)NC(C)(C)Cc3ccccc32)cc1 (centres undefined)	1905	1550
CC1(C)C(=O)NCCN1C(=O)CCCC(=O)O	1881	1647
O=C(O)CC1S/C(=N\N=C2CCCCCCC2)N(c2ccccc2)C1=O (centres undefined)	1715	1588
COc1ccc(Cl)cc1NC(=O)N1CCC(C)CC1	1744	1489
Cc1c(C)n(CC(O)CNc2ccccc2)c2ccccc12 (centres undefined)	1999	1448
CCOC(=O)CN1C(c2ccccc2O)Nc2ccc(Br)cc2C1c1ccccc1 (centres undefined)	1524	1470
CN1C(=O)C2C(c3ccc(N(C)C)cc3)NN(Cc3ccccc3)C2C1=O (centres undefined)	1962	1609
Cc1c(NS(=O)(=O)c2ccc(C(=O)NCc3ccccc3)cc2)c(=O)n(-c2ccccc2)n1C	1699	1607
COc1cccc(NC(=O)CSc2nc3ccccc3n2C)c1	1537	1288
O=C(CN1CCN(c2ccccc2)CC1)Nc1ccc2c(c1)CCC2	1665	1421
CC(OC(=O)c1ccncc1)C(=O)NC1CCCC1 (centres undefined)	1987	1471
O=S(=O)(Nc1ccc(-n2cccc2)cc1)c1ccc(F)cc1	1752	1585
Cc1ccc(NC(=O)Cn2cccc2)cc1	1680	1531
CCCN1CCC(NC(=S)Nc2ccc([N+](=O)[O-])cc2)CC1	1824	1403
Cc1ccc(C2=NN(C(=O)c3ccco3)C(O)(C(F)(F)F)C2)cc1 (centres undefined)	1808	1595
COCCC(=O)N1CCCC(C(=O)c2ccc(Oc3ccccc3)cc2)C1 (centres undefined)	1763	1632
CC(C)c1ccccc1NC(=O)COC(=O)CCN1C(=O)/C(=C\C=C\c2ccccc2)SC1=S	1901	1218
COC(=O)CSc1nc(C)c(C(=O)Nc2ccccc2C)c(-c2ccc(Cl)cc2)c1C#N	1720	2162*
CCOc1ccccc1C(=O)Nc1ccc(-n2nncc2C(C)(C)C)cc1	1444	1565
CCOC(=O)C1(CC2CC2)CCN(C(=O)c2cc(C3CC3)nc3ccccc23)CC1	1633	1482
CCOC(=O)C1=NOC(Cn2cc(C#N)c(=O)n(C)c2=O)C1 (centres undefined)	1906	1536
Cc1ccccc1/C=C/c1nc2ccccc2c(=O)n1CCc1ccccc1	1854	1614
CCN(CC)S(=O)(=O)c1ccc(C)c(NC(=O)Cn2cnc3cc([N+](=O)[O-])ccc3c2=O)c1	1551	1514
CCOC(=O)c1c(C)[nH]c(C(=O)OCCOc2ccc(Cl)cc2)c1C	1735	1507
Cc1cc(C(C)(C)C)cc(S(=O)(=O)Nc2ccc(C(=O)O)cc2)c1C	2120	1647
Nc1cc(Cl)nc(N/N=C/c2c(O)ccc3ccccc23)n1	1565	1630
CC1CCC(N2CCNCC2)CC1 (centres undefined)	1703	1530
CC(=O)c1cc(CN2CCN(C(C)C)C(CCO)C2)cs1 (centres undefined)	1636	1339
CCCCn1c(=O)c(CCC(=O)OCC(=O)Nc2cccc3ccccc23)nc2ccccc21	1519	1567
CCOC(=O)C1CCN(S(=O)(=O)c2ccc(C)c(C)c2)CC1	2023	1547
CCOc1ccc(NC(=O)NC(=O)N(C(C)C)S(C)(=O)=O)cc1	1796	1722
CC(=O)NCc1ccc(C(=O)CCl)cc1	1768	1731
CCc1ccc(-c2cc(C(=O)NCc3ccccn3)c3ccccc3n2)cc1	2012	1462
Cc1ccc(C)n1-c1ccc(C(=O)NC2CCN(Cc3ccccc3)CC2)cc1	1885	1341
COC(=O)C1=C(N)Oc2cc(C)n(C)c(=O)c2C1c1ccc(Cl)cc1 (centres undefined)	1643	1250
COc1ccc(-c2cn3cccnc3n2)cc1Br	1584	1496
Next entries
SMILES	SRC1 TRFRET art	SRC3 TRFRET art
COc1ccc(CCN=Cc2c(C)[nH]n(-c3ccc([N+](=O)[O-])cc3)c2=O)cc1OC	1607	1274
Cc1c2c([n+]3n1CCC3)CC(C)(C)CC2=O	1692	1514
COc1ccc(C2OC(=O)CC2C(=O)NCc2ccccc2Cl)cc1OC (centres undefined)	1683	1487
Cn1c(=O)c(C(=O)CN2CCCc3ccccc32)c(N)n(Cc2ccccc2)c1=O	1755	1595
CC(=O)NC(=S)NNC(=O)CCc1ccccc1	1646	1631
Cc1ccc(OCC(=O)Nc2ccccc2Sc2ccccc2)c([N+](=O)[O-])n1	1960	1682
CCN(CC)c1ccc(N=Nc2ncn[nH]2)cc1	1586	1555
COc1ccc(NS(=O)(=O)c2cc(NC(=O)c3ccc(=O)[nH]c3)ccc2N2CCOCC2)cc1	1748	1585
CC1CCN(C(=S)NC2CC3CCC2C3)CC1 (centres undefined)	1910	1502
CCOC(=O)C1CCC(CN(Cc2ccccc2)S(=O)(=O)c2ccc([N+](=O)[O-])cc2)CC1 (centres undefined)	2016	1593
O=[N+]([O-])c1cc(Cl)c2cccnc2c1O	1831	1561
Nc1nc(-c2ccc(C(=O)O)cc2)cs1	2043	1815
CC(=O)N/C(=C\c1ccccc1)C(=O)OCC(=O)N1CCCCCC1	1964	1543
COC(=O)/C=C1\NC(=O)C(C)S1 (centres undefined)	1718	1361
CC(=O)c1cc(NC(=O)c2ccc(C)cc2)c(=O)oc1C	1839	1722
CCOC(=O)NC(=O)CSc1nc(-c2ccc(C)c(C)c2)cn1-c1ccccc1	2041	1547
Cc1cc2cc(C)c(NCCNC(=O)c3ccccc3)nc2cc1C	1804	1456
O=C(COc1ccc([N+](=O)[O-])cc1)NCc1cccnc1	1627	1492
CCCn1c(N)c(C(=O)COc2ccc(Br)cc2F)c(=O)n(C)c1=O	1738	1506
Cc1c(N=NC2=C(O)CC(C)(C)CC2=O)c(=O)n(-c2ccccc2)n1C	1715	1644
Cc1nc2sc3c(c2c(=O)n1NC(=O)CCl)CCCC3	1965	1753
CCN(CC(=O)NC(C)(C)C)C(=O)c1ccc(Br)cc1	2086	1602
COC(=O)c1cc(C)sc1NC(=O)CC1Nc2ccccc2NC1=O (centres undefined)	1970	1656
Cc1cccc(N2CCN(C(=O)c3ccc4nc[nH]c4c3)CC2)c1C	1887	1573
CC(=O)NC(=S)Nc1ccc(N2CCOCC2)c(S(=O)(=O)Nc2cc(Cl)ccc2Cl)c1	1750	1495
COC(C(=O)NCc1ccc(C)cc1)c1ccccc1 (centres undefined)	1770	1383
CN(C)c1cc[n+](CC(=O)N2c3ccccc3Sc3ccccc32)cc1	1774	1508
Cn1cc(Br)c(C(=O)NN2C(=O)C3C(C2=O)C2C=CC3C23CC3)n1 (centres undefined)	1830	1562
CCOC(=O)Nc1ccccc1N1C(=O)c2ccccc2C1=O	1537	1721
CC(=O)c1ccc(OCCCC(=O)NC2CCCc3ccccc32)cc1 (centres undefined)	2046	1474
COc1cccc(CN(C)C(=O)c2csc3c2CCCC3)c1OC	1866	1561
OCCC1CN(Cc2cnc(-c3ccc(Cl)cc3)nc2)CCN1C1CCCCC1 (centres undefined)	1699	1605
CCc1ccc(C(=O)NCC2COc3ccccc3O2)o1 (centres undefined)	1849	1567
CCOC(=O)CSc1ncnc2c1cnn2-c1ccc(C)cc1C	1665	1534
O=C(NCC(c1ccco1)N1CCN(c2ccccc2)CC1)c1ccc2c(c1)OCO2 (centres undefined)	1924	1546
Nc1c(Cl)ncnc1N1CCN(c2ncnc(Cl)c2N)CC1	1794	1562
COc1ccccc1NC(=O)Cn1nc(-c2ccncc2)nc1SCC(=O)NC1CCCC1	1827	1481
O=C(O)CCSc1nnc(COc2ccc([N+](=O)[O-])cc2)n1-c1ccccc1	1547	1447
Fc1ccc(NC(=S)NN2CCOCC2)cc1Cl	1765	1675
CCN1CCN(CC(O)COCc2cc(OC)c(OC)c(OC)c2)CC1 (centres undefined)	1823	1594
CC(=O)c1ccc(N2CCN(S(=O)(=O)c3c(C)[nH]c(=O)[nH]c3=O)CC2)cc1	1762	1758
O=C(c1ccccc1)N1CCCCCC1	1744	1816
Cc1ccc(N=Cc2c(C)[nH]n(-c3nc4ccccc4[nH]3)c2=O)cc1	1680	1550
CCOC(=O)C1CCCN(c2c(NCc3ccco3)c(=O)c2=O)C1 (centres undefined)	1907	1634
Cc1cccc(OCC(=O)NC(Cc2ccccc2)C(=O)O)c1 (centres undefined)	1738	1490
O=C1CCC/C(=N\NC(=O)c2ccc(COc3cccc4cccnc34)cc2)C1	1753	1550
CC(Sc1nncs1)C(=O)NCC(=O)Nc1ccc(F)c(F)c1F (centres undefined)	1704	1499
CNS(=O)(=O)c1cccc(C(=O)NCC2(N3CCOCC3)CCCCC2)c1	1949	1588
COc1ccc(C(=O)CSc2nnc(CN3CCCCC3)n2-c2ccc(F)cc2)cc1	1672	1371
NC(=O)c1ccsc1NC(=O)c1ccc(S(=O)(=O)N2CCCc3ccccc32)cc1	1628	1772
Cc1nc2sccc2c(=O)n1N	1751	1494
COC(=O)c1ccc(OCC(=O)c2cccc(OC)c2)cc1	1773	1548
COC(=O)c1c(NC(=O)COC(=O)[C@@H](NS(=O)(=O)c2ccc(C)cc2)C(C)C)sc2c1CCC2	2338*	1800
CCO[C@H]1OC(C(=O)N2CCN(Cc3ccccc3)CC2)=C[C@@H](C)[C@@H]1CCCO	1694	1450
Cc1[nH]c(=O)c(C#N)c(C)c1Cc1ccc(Cl)cc1Cl	1904	1386
O=C(O)CCSCc1ccccc1F	1719	1493
COc1ccc(N2CCN(C(=O)CCC(=O)c3cc(C)sc3C)CC2)cc1	1734	1528
COc1ccc(NC2=C(Cl)C(=O)N(CCc3ccccc3)C2=O)cc1	1781	1621
CCCC(=O)Nc1ccc2oc(-c3ccc(OC)c(Br)c3)nc2c1	1966	1573
c1ccc2c(c1)OCC(CNc1ncnc3sccc13)O2 (centres undefined)	1838	1682

An excerpt; count on the stated rates, not on these rows.
